Screening data (PubChem BioAssay)
MrgX1 ag: activates human MrgX1 receptor signaling | MrgX1-HEK293 cells, Fluo-4 calcium fluorescence, agonist mode; stronger effect = higher value | AID 588627 | hit rate 0.44% among 310,000 | Q96LB2 | B-score at 10 µM;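 active = calcium response B-score plate-corrected fluorescence ratio at least 3 library SD, with starting fluorescence B-score inside 5 SD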
Target sequence (Q96LB2 whole entry, looked up): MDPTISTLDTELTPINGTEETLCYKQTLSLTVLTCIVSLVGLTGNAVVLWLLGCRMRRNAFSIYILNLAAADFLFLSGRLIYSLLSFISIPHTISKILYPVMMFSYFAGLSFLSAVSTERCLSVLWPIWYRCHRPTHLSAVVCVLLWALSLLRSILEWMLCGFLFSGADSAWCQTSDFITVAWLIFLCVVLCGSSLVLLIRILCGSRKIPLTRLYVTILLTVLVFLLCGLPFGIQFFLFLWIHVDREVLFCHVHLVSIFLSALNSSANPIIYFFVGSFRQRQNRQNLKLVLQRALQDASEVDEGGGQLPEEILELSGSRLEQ
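Test system: Stable human MrgX1 HEK293 cell line | Schedule: Overnight plating before 1 h dye loading | Read-out basis: Baseline-normalised fluorescence change ratio, B-scored | Detection: Kinetic calcium dye fluorescence, Fluo-4 NW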
TRPC6 inhibitor: blocks the mouse TRPC6 cation channel; B-score at 10 µM; Q61143; HEK293-TRPC6, membrane potential dye, ACh-evoked depolarization; stronger effect = lower value; AID 2553; hit rate 1.1% among 310,000;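 active = B-score under library mean minus 3 SD, initial fluorescence not abnormally high, positive integrated signal ratio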;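 also: B-score derived from integrated fluorescence ratio over the kinetic read; more negative B-score means stronger inhibition of depolarization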
TMEM16A inh: blocks the mouse calcium-activated chloride channel TMEM16A; hit rate 1.2% among 310,000; HEK293 TMEM16A/YFP iodide influx fluorescence, ionomycin; AID 588511; normalized B-score (activity score, 25-100; higher = stronger inhibition) at 10 µM; Q8BHY3;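 active = ratio plate-corrected score three or more library SD toward inhibition, starting fluorescence score within five deviations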;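 also: score derived from kinetic fluorescence span divided by baseline fluorescence per well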
MrgX1 antagonist: human MrgX1 receptor antagonism, primary screen. Q96LB2. MRGX1-HEK293 calcium flux, Fluo-4, BAM8-22 antagonism; stronger effect = lower value. B-score at 10 µM. hit rate 1.3% among 310,000. AID 588676;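 active = calcium-response B-score plate-corrected more than 3 library SD below zero, starting fluorescence within 5 deviations, no agonist response on first addition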;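 also: peak minus trough fluorescence over baseline after final BAM8-22 challenge near maximal dose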
TRPC4 act: opens the mouse TRPC4 cation channel | B-score at 10 µM | AID 2237 | hit rate 0.49% among 310,000 | HEK293 TRPC4beta/mu-opioid, Fluo4 calcium fluorescence; stronger effect = higher value | Q9QUQ5;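 active = B-score above 5 SD of library B-scores, and initial fluorescence ratio not above library mean plus 5 SD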;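 also: positive B-score marks a calcium rise read as TRPC4 activation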
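Material: TRPC4beta and mu-opioid receptor HEK293 stable cells | Incubation: 45 min room-temperature Fluo4 loading, 110 s read | Detection: Kinetic Fluo4 calcium fluorescence | Measure: Integrated baseline-normalised fluorescence ratio, converted to per-well B score | Benchmarks: Low control buffer alone, high control maximal DAMGO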
MrgX1 PAM: human MrgX1 positive allosteric modulation, primary screen; MrgX1-HEK293, Fluo-4 calcium flux, FDSS; stronger effect = higher value; hit rate 0.63% among 310,000; B-score at 10 µM; AID 588675;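 active = plate-corrected calcium response at least 3 library SD above typical, normal starting fluorescence, not activating the receptor alone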;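 also: compound read alongside a low EC10 to EC30 dose of BAM8-22 agonist; peak minus trough fluorescence over baseline measured at the second addition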
TRPC6 activator: activates the mouse TRPC6 cation channel; Q61143; HEK293-TRPC6 membrane potential dye fluorescence; stronger effect = higher value; B-score at 10 µM; hit rate 0.13% among 310,000;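 active = B-score of the integrated fluorescence ratio above library mean plus 3 SD, and starting fluorescence ratio within library mean plus 5 SD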;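 also: higher score means more depolarization so channel activation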
TRPC4 potent: allosteric potentiators of mouse TRPC4 channel; Q9QUQ5; HEK293 TRPC4beta/mu-opioid, DAMGO EC20, Fluo-4 Ca2+ flux; stronger effect = higher value; B-score at 10 µM; hit rate 0.42% among 310,000; AID 2227;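 active = B-score of calcium response area above 5 SD of library B-scores, with initial fluorescence ratio within 5 SD of library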;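 also: B-score of integrated fluorescence ratio over time as area under calcium response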
TMEM16A act: activates or potentiates the mouse TMEM16A chloride channel. Q8BHY3. HEK293 TMEM16A/YFP-H148Q/I152L, iodide quench fluorescence; stronger effect = lower value. B-score at 10 µM. hit rate 0.3% among 340,000. AID 623877;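 active = fluorescence-ratio B-score plate-corrected deviation score at least 3 library SD below zero, with starting fluorescence score within 5 deviations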;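 also: channel opened by trigger with iodide after compound preincubation; score built on the fluorescence ratio of max minus min over baseline; more negative score means more quench and so TMEM16A activation or potentiation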
TRPC4 block: TRPC4 (mouse) channel inhibition; Q9QUQ5; HEK293 TRPC4beta/mu-opioid, DAMGO-evoked Fluo4 calcium flux; stronger effect = lower value; B-score at 10 µM; hit rate 0.39% among 300,000; AID 2247;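 active = B-score over 3 SD under the library average, no early fluorescence shift, positive overall ratio signal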
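Test system – stable TRPC4beta/mu-opioid receptor HEK293 cells · Probe or stimulus – DAMGO, a submaximal dose followed by a maximal one · Dosing – one concentration per compound · Signal – Fluo4 calcium fluorescence by kinetic imaging, 5 s 1 Hz baseline · Evaluation – per-well B score of integrated baseline-normalized Fluo4 ratio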
RGS4 block: human RGS4 inhibition. B-score at 10 µM. P49798. AID 463165. hit rate 0.45% among 310,000. HEK293 M3R/RGS4 inducible, Fluo-4 calcium flux; stronger effect = higher value; triggered by carbachol at its EC20;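 active = B-score, a plate-corrected calcium signal, over three deviations above library mean, with baseline fluorescence within five deviations of library mean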;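 also: RGS4 expression induced by doxycycline in cells with stable M3 receptor; B-score is computed from the integrated fluorescence ratio over baseline after carbachol; higher B-score means a larger calcium signal and so more RGS4 inhibition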
Target sequence (P49798 whole entry, looked up): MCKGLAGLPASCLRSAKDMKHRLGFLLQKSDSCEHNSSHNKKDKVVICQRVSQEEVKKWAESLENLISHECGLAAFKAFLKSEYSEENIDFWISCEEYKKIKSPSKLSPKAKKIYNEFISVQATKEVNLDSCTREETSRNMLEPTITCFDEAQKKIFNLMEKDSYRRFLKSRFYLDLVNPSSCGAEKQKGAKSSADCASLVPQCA
* marks the source's active call; other numbers are inactive results; i = inactive; . = no result given.

Under each structure – MrgX1 PAM | TMEM16A inh | TRPC4 potent | TMEM16A act | TRPC6 activator | TRPC4 block | RGS4 block | MrgX1 ag | MrgX1 antagonist | TRPC4 act | TRPC6 inhibitor
COC(=O)c1c(-c2cccs2)csc1NC(=O)CSc1ncnc2sc(C)c(C)c12
  i | i | i | i | i | i | i | i | i | i | i
COC(=O)c1ccc(C)c(NC(=O)c2ccc(Cl)c([N+](=O)[O-])c2)c1
  i | i | i | i | i | i | i | i | i | i | i
CN1C(=O)[C@@H]2[C@@H]3C[C@@H]([C@H]4ON=C(c5ccccc5OCC#N)[C@@H]34)[C@@H]2C1=O
  i | i | i | i | i | i | i | i | i | i | i
CC(=O)c1ccc(NC(=O)Cn2cnc(S(=O)(=O)N3CCc4ccccc43)c2)cc1
  i | i | i | i | i | i | i | i | i | i | i
COc1cccc(NC(=O)Nc2nnc(N3CCCCC3C)s2)c1 (stereo not given)
  i | i | i | i | i | i | i | i | i | i | i
Cc1ccc(-n2c(SCC(=O)NCc3ccc4c(c3)OCO4)nnc2-c2cccnc2)c(C)c1
  . | . | i | i | i | i | i | . | . | i | i
COc1ccc(-n2c(SC)nc(O)c(Cc3ccccc3)c2=O)cc1
  i | i | i | i | i | i | i | i | i | i | i
CC(C)CCOP(=O)(c1ccc(N(C)C)cc1)C(O)c1ccc(C(C)C)cc1 (stereo not given)
  i | i | i | i | i | i | i | i | i | i | i
NC(=O)CSc1nc2ccccc2n1Cc1ccccc1
  i | i | i | i | i | i | i | i | i | i | i
COC(=O)c1ccc(-n2c(CCC(=O)O)ccc2-c2ccccc2)cc1
  i | i | i | i | i | i | i | i | i | i | i
COc1cccc(CNCc2ccc(OC)c3ccccc23)c1OC
  i | i | i | i | i | i | i | i | i | i | i
O=C(Nc1ccccc1N1CCCC1)c1ccccc1F
  i | i | i | i | i | i | i | i | i | i | i
COc1ccccc1-n1nnnc1SCC(=O)Nc1ccccc1
  i | i | i | i | i | i | i | i | i | i | i
O=C(C1CCN(S(=O)(=O)c2cccs2)CC1)N1CCCCC1
  i | i | i | i | i | i | i | i | i | i | i
CC1CCCN(C(=O)CCc2ccccc2)C1 (stereo not given)
  i | i | i | i | i | i | i | i | i | i | i
O=C(CSc1nnc(C2CC2)n1Cc1ccccc1)c1cc2ccccc2o1
  i | i | i | i | i | i | i | i | i | i | -5.2*
Cc1cc(C(=O)N/N=C\c2cc(C(C)(C)C)c(O)c(C(C)(C)C)c2)n[nH]1
  i | i | i | i | i | i | i | i | i | i | i
CCn1c(C)nc2cc(C(=O)N/N=C/c3ccc(OC)cc3)ccc21
  i | i | i | i | i | i | i | i | i | i | i
CCOc1ccccc1N(CC(=O)NC1CCCC1)S(=O)(=O)c1ccc(C)cc1
  i | i | i | i | i | i | i | i | i | i | i
Cc1nc(SCC(=O)NNC(=O)c2cccs2)[nH]c(=O)c1C
  i | i | i | i | i | i | i | i | i | i | i
O=C(c1ccc2nc(N3CCCCC3)sc2c1)N1CCN(c2ccccn2)CC1
  i | i | i | i | i | i | i | i | i | i | i
CC(=O)c1ccc(S(=O)(=O)NCc2ccc(C(=O)N(C)CC(=O)Nc3cccc(F)c3)cc2)cc1
  i | i | i | i | i | i | i | i | i | i | i
CC(CN1C(C)CCCC1C)OC(=O)c1cccc(F)c1 (stereo not given)
  i | i | i | i | i | i | i | i | i | i | i
Cc1cccc(NC(=O)C2CC(=O)OC23CCCCC3)c1 (stereo not given)
  i | i | i | i | i | i | i | i | i | i | i
CCCn1c(-c2cc(OC)c(OC)c(OC)c2)nc2c1c(=O)[nH]c(=O)n2Cc1ccccc1
  i | i | i | i | i | i | i | i | i | i | i
Cc1cc(NS(=O)(=O)c2ccc(NC(=O)CSc3nnc(-c4ccco4)n3N)cc2)nc(C)n1
  i | i | i | i | i | i | i | i | i | i | i
CC1=Nc2ccccc2N=C(NC(=O)CSC(=S)N2CCCCC2)C1c1ccccc1 (stereo not given)
  i | i | i | i | i | i | i | i | i | i | i
O=C(COC(=O)c1c2ccccc2cc2ccccc12)Nc1ncc(C(F)(F)F)cc1Cl
  i | i | i | i | i | i | i | i | i | i | i
CCOC(=O)Cc1csc(NC(=O)c2sc3nc4ccc(C)cc4cc3c2N)n1
  i | i | i | i | i | i | i | i | i | i | i
Cc1ccc(S(=O)(=O)NC2=NCN(CCOC(=O)c3ccccc3)CN2)cc1
  i | i | i | i | i | i | i | i | i | i | i
CCOC(=O)c1[nH]c2ccc(OCC)cc2c1CCCN1C(=O)c2ccccc2C1=O
  i | i | i | i | i | i | i | i | i | i | i
COc1ccccc1N1CCN(Cc2nc3ccsc3c(=O)[nH]2)CC1
  i | i | i | i | i | i | i | i | i | i | i
CCN1C(=O)[C@H]2[C@@H](c3ccccc3)N3C(=O)N(c4cccc(F)c4)C(=O)[C@@]3(CC(C)C)[C@H]2C1=O
  i | i | i | i | i | i | i | i | i | i | i
CCC(CC)c1nc2cc(OC)c(OC)cc2c(=O)o1
  i | i | i | i | i | i | i | i | i | i | i
Cc1ccc(S(=O)(=O)N2CCC(C(=O)N[C@@H](C)C(=O)NC3CCS(=O)(=O)C3)CC2)cc1 (stereo not given in full)
  i | i | i | . | i | i | i | i | i | i | i
Cn1c(NC(=O)c2cccs2)c(-c2cccs2)c(=O)c2ccccc21
  i | i | i | i | i | i | i | i | i | i | i
COc1ccc2ncc(S(=O)(=O)c3ccccc3)c(N3CCC4(CC3)OCCO4)c2c1
  i | i | i | i | i | i | i | i | i | i | i
CCc1ccc(NC(=O)Cn2nc(C)c([N+](=O)[O-])c2C)cc1
  i | i | i | i | i | i | i | i | i | i | i
CC(C)(C)NC(=O)c1ccc(NC(=O)c2ccccc2-c2ccccc2C(=O)O)cc1
  i | i | i | i | i | i | i | i | i | i | i
Oc1ccc(-c2cnc3ccccc3n2)cc1
  i | i | i | i | i | i | i | i | i | i | i
CCC(C)Nc1nc2c(c(=O)[nH]c(=O)n2C)n1CCC(C)C (stereo not given)
  i | i | i | i | i | . | i | i | i | i | i
CCOC(=O)/C(C#N)=C/c1cn(CCC(=O)O)nc1-c1ccc(OC)cc1
  i | i | i | i | i | i | i | i | i | i | i
O=C(NC12CC3CC(CC(C3)C1)C2)N1CCN(C(=O)c2ccco2)CC1
  i | i | i | i | i | i | i | i | i | i | i
CCOC(=O)C1CCc2sc(N)c(C#N)c21 (stereo not given)
  i | i | i | i | i | i | i | i | i | i | i
COCCNC(=O)CSc1nc2c(n1-c1ccccc1)CCCC2
  i | i | i | i | i | i | i | i | i | i | i
S=C(NC1CC1)NC1CCCc2ccccc21 (stereo not given)
  i | i | i | i | i | i | i | i | i | i | i
O=C1NC(=O)/C(=C/c2cccc(O)c2)N1
  i | i | i | i | i | i | i | i | i | i | i
Cc1nc2[nH]c(=S)[nH]c2cc1Br
  i | i | i | i | i | i | i | i | i | i | i
O=C(Cn1cncn1)NCc1cccc2ccccc12
  i | i | i | i | i | i | i | i | i | i | i
CC1CCCN(C(=O)c2ccc([N+](=O)[O-])o2)C1 (stereo not given)
  i | i | i | i | i | i | i | i | i | i | i
C#CCOCCOCCOCCNc1nc(N2CCN(C(=O)CCCCCCCCCCNC(=O)Cn3cc(CCCCCN)nn3)CC2)nc(N2CCN(C(=O)CCCCCCCCCCNC(=O)[C@@H]([C@H](C)O)n3cc(C)nn3)CC2)n1
  11* | i | . | i | . | . | . | i | i | . | .
O=C(NN1CC(=O)N(c2cc(Cl)cc(Cl)c2)CC1=O)c1cccs1
  i | i | i | i | i | i | i | i | i | i | i
CC(C)(C)c1cc(C(=O)N/N=C/c2ccc(F)cc2)n(-c2ccccc2)n1
  i | i | i | i | i | i | i | i | i | i | i
Cc1cccc2sc(NC(=O)[C@@H]3CCCN3C(=O)c3cccs3)nc12
  i | i | i | i | i | i | i | i | i | i | i
CC1=CC(=C(C#N)c2nc3ccccc3s2)C=C(C)N1c1ccc(F)cc1F
  i | i | i | i | i | i | i | i | i | i | i
CC(=O)CCC(=O)OCC(=O)Nc1ccc(SC(F)F)cc1
  i | i | i | i | i | i | i | i | i | i | i
CC(=O)Oc1ccc(Oc2ccc(-c3noc(C)n3)cc2)cc1
  i | i | i | i | i | i | i | i | i | i | i
O=C(CN1C(=O)NC2(CCCCC2)C1=O)N1CCN(S(=O)(=O)c2cccc(F)c2)CC1
  i | i | i | i | i | i | i | i | i | i | i
NS(=O)(=O)c1ccc(NC(=O)c2c(Cl)cccc2Cl)cc1
  i | i | i | i | i | i | i | i | i | i | i
N#Cc1ccccc1OCC(=O)OCC(=O)N1CCN(C(=O)c2ccco2)CC1
  i | i | i | i | i | i | i | i | i | i | i

The listing continues.
Under each structure – MrgX1 PAM | TMEM16A inh | TRPC4 potent | TMEM16A act | TRPC6 activator | TRPC4 block | RGS4 block | MrgX1 ag | MrgX1 antagonist | TRPC4 act | TRPC6 inhibitor
Cc1cccc(NS(=O)(=O)c2cccs2)c1
  i | i | i | i | i | i | i | i | i | i | i
CCOC(=O)c1ccc(CN(Cc2ccccc2)S(=O)(=O)c2cccc([N+](=O)[O-])c2)cc1
  i | i | i | i | i | i | i | i | i | i | i
Cc1cnc(NC(=O)c2cc3c(C)nn(-c4ccccc4)c3s2)s1
  i | i | i | i | i | i | i | i | i | i | i
Cc1csc(CN(C)C(=O)CC2C(=O)NCCN2Cc2ccc(F)cc2Cl)n1 (stereo not given)
  i | i | i | i | i | i | i | i | i | i | i
c1ccc2c(c1)OCC(c1nnc3sc(-c4ccc5c(c4)OCO5)nn13)O2 (stereo not given)
  i | i | i | i | i | i | i | i | i | i | i
CC(=O)N1c2ccc(Cl)cc2C2OCCC2C1c1ccco1 (stereo not given)
  i | i | i | i | i | i | i | i | i | i | i
Cc1cccc(C(=O)NCC(=O)OCC(=O)NCCNC(=O)COC(=O)CNC(=O)c2cccc(C)c2)c1
  i | i | i | i | i | i | i | i | i | i | i
